mcGAS MS inh = mouse cGAS inhibition by mass spec. inhibition, % at 12.5 µM. recombinant mouse cGAS, cGAMP by RapidFire MS. AID 1259397. hit rate 0.18% among 130,000;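 active means inhibition of cGAS enzyme activity at or above 60%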;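 further: enzyme stimulated by 45 bp dsDNA with ATP and GTP substrates; cGAMP share of summed cGAMP plus half ATP and half GTP signals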
Target sequence (Q8C6L5 whole entry, looked up): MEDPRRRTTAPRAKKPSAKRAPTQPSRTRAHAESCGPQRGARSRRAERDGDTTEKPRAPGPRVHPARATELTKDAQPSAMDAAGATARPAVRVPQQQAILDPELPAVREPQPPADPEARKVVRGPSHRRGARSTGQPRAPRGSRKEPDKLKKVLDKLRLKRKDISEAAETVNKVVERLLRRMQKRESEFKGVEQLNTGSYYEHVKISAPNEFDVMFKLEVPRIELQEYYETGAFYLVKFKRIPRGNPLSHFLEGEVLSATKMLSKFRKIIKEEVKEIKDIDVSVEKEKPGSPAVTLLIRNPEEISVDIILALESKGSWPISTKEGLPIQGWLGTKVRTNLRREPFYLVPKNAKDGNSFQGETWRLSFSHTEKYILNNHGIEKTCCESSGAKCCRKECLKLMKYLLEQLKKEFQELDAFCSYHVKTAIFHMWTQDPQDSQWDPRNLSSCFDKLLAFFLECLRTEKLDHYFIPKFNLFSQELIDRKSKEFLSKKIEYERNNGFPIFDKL
Active calls of the source: *; & = joins results of further samples.

SMILES	mcGAS MS inh
CCN(CC1CCCO1)C(=O)/C=C/c1ccc(C(=O)NC2CC2)cc1 (centres undefined)	-12.3
O=C1CN(C(=O)c2cc3cc(Cl)ccc3o2)CCN1	-2.5
C=Cc1ccc(Cn2c(C)c(C(=O)NCc3ccccc3C(F)(F)F)sc2=O)cc1	-5.3
Cc1nn(C)c(C)c1C(=O)NCCc1nc(C2CCCCC2)cs1	-2.9
Cc1ccc2c(c1)n([O-])c1c([n+]2=O)CCCC1	-3.8
O=C(c1cc(=O)n(-c2ccccc2)[nH]1)N1CCCC(CCc2ccc(F)cc2)C1 (centres undefined)	-14.4
Cc1cc(-c2csc(-c3ccc(NC(=O)c4ccco4)cc3)n2)c(C)n1CC1CCCO1 (centres undefined)	-0.3
CCS(=O)(=O)c1oc(-c2ccc(F)cc2)nc1S(=O)(=O)c1ccc(Br)cc1	-7.8
Cc1noc(COC(=O)c2sc(C3CCCC3)nc2C)n1	-2.8
CCCC(NC(=O)c1ccc(OC2CCN(C(C)=O)CC2)c(OC)c1)c1ccccc1 (centres undefined)	-11.9
O=c1cc(CNc2c(F)cccc2-n2cccn2)nc2ccccn12	-3.1
CCCn1c(C)cn2c3c(=O)n(Cc4ccc(C)cc4)c(=O)n(C)c3nc12	-4.8
CCN(CC)c1ccc(C(=O)N2CCc3sccc3C2)c(O)c1	-9.5
C#CCOC(=O)N1CCC2(CC1)N=CC1(CCCCC1)S2	3.2
Cc1nc2scc(C)n2c1C=NNc1ccccn1	-7.0
CC(C(=O)Nc1ccccc1F)S(=O)CCOc1ccccc1Cl (centres undefined)	8.6
COc1ccc(F)c(CN2CCCC3(CCN(C(=O)c4cc(C)[nH]n4)C3)C2=O)c1 (centres undefined)	-7.0
O=C1NCCc2ccc(S(=O)(=O)Oc3ccccc3C(F)(F)F)cc21	-7.7
CN1CCN(C(=O)C2CCCN(C3CCN(C(=O)c4ccn[nH]4)CC3)C2)CC1 (centres undefined)	-19.9
CC1=NNc2nc3c(c(=O)n(Cc4ccc(C)cc4)c(=O)n3C)n2C1C (centres undefined)	3.9

3 entries already listed, arranged by heavy-atom count, ascending:
SMILES	mcGAS MS inh
O=C1CN(C(=O)c2cc3cc(Cl)ccc3o2)CCN1	-2.5
CCN(CC)c1ccc(C(=O)N2CCc3sccc3C2)c(O)c1	-9.5
Cc1cc(-c2csc(-c3ccc(NC(=O)c4ccco4)cc3)n2)c(C)n1CC1CCCO1 (centres undefined)	-0.3

Following part
SMILES	mcGAS MS inh
O=C1NCCCCC1Sc1nc2sc3c(c2c(=O)n1C1CCCC1)CCCC3 (centres undefined)	-6.4
CC(C)N1CCN(Cc2ccc(Sc3nncn3C)o2)CC1CCO (centres undefined)	-2.5
O=C1NC2(CCCC2)N=C1c1ccc(Cl)cc1	-11.3
COc1cccc2cc(C(=O)Nc3cccc(Cl)c3)c(=O)oc12	2.5
CN(CC(=O)NC1CC1c1cccc(F)c1)c1ccc(Cl)cn1 (centres undefined)	-5.1
Cc1ccccc1CN1C(=O)C(C)Sc2ccccc21 (centres undefined)	24.4
CC(C)c1noc(-c2ccc(NCCN3CCCCC3=O)nc2)n1	6.3
O=C(c1ccccn1)C1CCCN(Cc2nc(Cc3cccc(C(F)(F)F)c3)no2)C1 (centres undefined)	-4.6
CCOC(=O)c1c(N)sc(C(=O)Nc2ccc(Cl)cc2)c1C	-4.2
Cc1ccc(NS(=O)(=O)c2ccc(F)cc2[N+](=O)[O-])c(F)c1	-1.8
CN(C)C(=O)c1ccc2c(c1)N(C)C(CC(=O)N(C)CCc1cn[nH]c1)CO2 (centres undefined)	-9.8
O=S(=O)(NCc1ccccc1)N1CCCC(OCc2ccccn2)C1 (centres undefined)	-13.1
Cc1c(NC(=O)N2CCCC(O)C2)cccc1OC(F)F (centres undefined)	-4.5
CN(CCC#N)c1ccc(CN2CCN(CC(=O)N3CCCC3)CC2)cc1	-28.4
CN1CCC(N(C)C(=O)Cc2cccc(F)c2)CC1	-7.3
COc1cc(C(C)=O)ccc1OC(C)C(=O)Nc1ccc(F)cc1F (centres undefined)	0.3
CN(Cc1ccccc1)C1CCCN(C(=O)/C=C/c2ccco2)C1 (centres undefined)	-7.7
C=CCn1nnc(NC(=O)c2ccc(OCC(C)C)cc2)n1	-7.2
Cc1ccnc(S(=O)(=O)NC(=O)c2ccc(C)o2)c1	-0.4
CC(C)CC(=O)NCCCn1nc(-c2ccc(F)cc2)ccc1=O	4.3
O=C(CC1CC2CCC1C2)Nc1ccnn1C1CCCC1 (centres undefined)	4.1
Cc1ccccc1C(=O)NC(=S)N(c1ccccn1)C(C)C	-2.2
Cc1cc(C(=O)C(C#N)c2nc3ccccc3[nH]2)c2c(C)nn(C)c2n1 (centres undefined)	-5.4
COCCN1CCN(c2nc(C(=O)Nc3ccccc3)cs2)C1=O	-4.4
COc1ccc(-c2cc(C(=O)O)cc(S(=O)(=O)N3CCCCCC3)c2)cc1OC	12.1
CCN(CCN(C)CC(F)(F)F)C(=O)c1ccccc1-n1cccn1	-7.9
O=C(Cc1cccs1)NC1CCN(c2ccccc2C(=O)N2CCN(C3CCCC3)CC2)CC1	-1.4
O=C1NCC(C(=O)NCCOc2cccc3ccccc23)N1 (centres undefined)	-1.7
CCc1oc2ccccc2c1CN(C)CC(=O)NN1C(=O)NC2(CCCCC2)C1=O	-3.1
CC1Cc2nc(SCC(=O)NCC3CCCO3)n(-c3ccc(F)cc3)c(=O)c2S1 (centres undefined)	-5.8
O=c1n(Cc2cccc(F)c2F)nc(C2CCNCC2)n1Cc1ccccc1	3.6
N#CC1(C(=O)Nc2cccc(C(=O)Nc3ccccn3)c2)CCCC1	14.5
O=S(=O)(NC1CCC(c2ccccc2)CC1)c1cccs1 (centres undefined)	-5.0
CN(CCO)Cc1cccc(C(=O)Nc2cccc3c2CCC3)c1	-8.4
CCN(Cc1ncc[nH]1)Cc1ccccc1F	-10.5
Cc1cc(C)cc(Oc2nc(C)nc(Cl)c2N)c1	-3.9
OC(c1cc(C(F)(F)F)nc2c(C(F)(F)F)cccc12)C1CCCCN1 (centres undefined)	-6.9&-1.4
COc1cc(O)ccc1CN1CCN(Cc2cc(C)cc(C)c2)C(=O)C1	-1.6
CN1C(=O)C2(CCCN(C(=O)c3cn(CCN)nn3)C2)c2ccccc21 (centres undefined)	-4.4
CCN(CCc1nc2ccc(F)cc2[nH]1)C(=O)CC1C(=O)NCCN1C(C)C (centres undefined)	-2.7
COc1ccc(-c2noc(CN3CCN(Cc4csc(C)n4)CC3)n2)c(OC)c1OC	-8.5
Cc1cccc(NC(=O)c2c([N+](=O)[O-])cnn2C)c1	-5.0
COc1ccc(N=Cc2c(O)cc(C)oc2=O)c(OC)c1	2.4
COc1cc(C)c(S(=O)CCN2C(=O)NC(C)(C)C2=O)cc1OC (centres undefined)	-3.1
Cc1cc(C)c(NC(=O)N2CCN(C(=O)OC(C)(C)C)CC2)c(C)c1	-8.3
O=[N+]([O-])c1nn(-c2ccccc2)n(O)c1=NC1CCCC1	-10.5
COC(=O)c1cc(C(C)C)nc2c1c(C)nn2C1CCS(=O)(=O)C1 (centres undefined)	-9.8
CC(=O)c1cccc(OCC(=O)N2CCc3cc(F)cc(F)c32)c1	-2.9
Cc1ncc2c(c1-c1noc([C@]34CC[C@](C)([C@@H](O)C3)C4(C)C)n1)CCNC2	-1.6
COc1ccc(-c2nc(CN3CCC(OCc4cccnc4)CC3)c(C)o2)cc1C	-7.1
Cc1occc1C(=O)NCCS(=O)(=O)c1ccc(Cl)cc1	-5.6
O=C(Cn1ccc(C(F)(F)F)n1)Nc1nccs1	-36.3
O=C(O)c1nn(CC(=O)N2CCc3sccc3C2)c(=O)c2ccccc12	-6.4
Cc1ccccc1N=C1NN=C(c2ccccc2F)CS1	-6.3
O=C(c1occc1Br)N1CCSC2COCCC21 (centres undefined)	-42.0
COc1cc(C#N)ccc1OC(C)c1nc(C)no1 (centres undefined)	-4.2
O=C(OCC(=O)C1CCCCC1)c1cc(S(=O)(=O)N2CCCCC2)ccc1N1CCOCC1	-2.1
Cc1cc(=O)[nH]c(SC(=O)c2cnccn2)n1	23.4
COCCC1(CNC(=O)Nc2cc(C(C)C)on2)CCC1	-1.7
CN(C)C(CNS(=O)(=O)c1cnc2c(c1)c(=O)[nH]c(=O)n2C)c1ccccc1Cl (centres undefined)	0.2
Later entries:
SMILES	mcGAS MS inh
CCCCCn1c(=O)[nH]c2c(c1=O)CCC2	-3.9
CCOc1ccc(C(=O)N2CCC(n3nc(C)cc3C)C2)o1 (centres undefined)	-7.5
CN(C1CCCCC1)S(=O)(=O)c1ccc(NC(=O)CCl)cc1	0.9
CC(C)C1CCCCC1NC(=O)CS(=O)(=O)NCC1CCCO1 (centres undefined)	-13.0
NCC1CCN(Cc2cnc(N3CCOCC3)nc2)C1 (centres undefined)	-3.9
CC(=O)Nc1ccc(-c2cn(Cc3ccc(Cl)cc3)nn2)cc1	-15.3
COCCNC(C)=CC(=O)C(F)(F)F	-14.7
COc1cc(C=C2SC(=S)NC2=O)cc(OC)c1OC	20.7
O=C(O)COc1c(F)c(F)c(Cl)c(F)c1F	-0.8
COC(=O)C1CCCCc2sc(NC(C)=O)nc21 (centres undefined)	-10.7
COc1ccc2cccc(NC(=O)c3csc(C)n3)c2n1	-4.4
Cc1nc(CCC(=O)N2CCCC3(C=Cc4ccccc4O3)CC2)n[nH]1 (centres undefined)	-6.3
C=CCSc1nc2c(c(=O)[nH]1)C(c1ccc(F)cc1)C(C(=O)OCC)=C(C)N2 (centres undefined)	-1.6
CC(=O)OCC[N+](C)(C)C	-7.5&-3.9&-2.6
NC(=O)C1CCN(CCOc2c(Cl)cccc2Cl)CC1	-8.2
COc1cc(C2CC(c3ccc(Cl)cc3)=Nc3ncnn32)cc(OC)c1OC (centres undefined)	-9.0
CN1CCCC2(CCN(C(=O)Cc3cn(C)c4ccccc34)C2)C1=O (centres undefined)	-6.1
O=S(=O)(c1ccc2ccccc2c1)n1c(SCC#CCO)nc2ccccc21	8.7
C=C(C)Cc1c(C)c(C#N)c2nc3ccccc3n2c1NCCN(C)C	-1.5
COC(=O)CC1(c2ccccc2)C2CC3CC(C2)CC1C3 (centres undefined)	-3.6

Part of the list above, with bars between the fields:
structure | mcGAS MS inh
CCCCCn1c(=O)[nH]c2c(c1=O)CCC2 | -3.9
CCOc1ccc(C(=O)N2CCC(n3nc(C)cc3C)C2)o1 (centres undefined) | -7.5
CN(C1CCCCC1)S(=O)(=O)c1ccc(NC(=O)CCl)cc1 | 0.9
CC(C)C1CCCCC1NC(=O)CS(=O)(=O)NCC1CCCO1 (centres undefined) | -13.0
NCC1CCN(Cc2cnc(N3CCOCC3)nc2)C1 (centres undefined) | -3.9
CC(=O)Nc1ccc(-c2cn(Cc3ccc(Cl)cc3)nn2)cc1 | -15.3
COCCNC(C)=CC(=O)C(F)(F)F | -14.7
COc1cc(C=C2SC(=S)NC2=O)cc(OC)c1OC | 20.7
O=C(O)COc1c(F)c(F)c(Cl)c(F)c1F | -0.8
COC(=O)C1CCCCc2sc(NC(C)=O)nc21 (centres undefined) | -10.7
COc1ccc2cccc(NC(=O)c3csc(C)n3)c2n1 | -4.4
Cc1nc(CCC(=O)N2CCCC3(C=Cc4ccccc4O3)CC2)n[nH]1 (centres undefined) | -6.3
C=CCSc1nc2c(c(=O)[nH]1)C(c1ccc(F)cc1)C(C(=O)OCC)=C(C)N2 (centres undefined) | -1.6
CC(=O)OCC[N+](C)(C)C | -7.5&-3.9&-2.6
NC(=O)C1CCN(CCOc2c(Cl)cccc2Cl)CC1 | -8.2
COc1cc(C2CC(c3ccc(Cl)cc3)=Nc3ncnn32)cc(OC)c1OC (centres undefined) | -9.0
CN1CCCC2(CCN(C(=O)Cc3cn(C)c4ccccc34)C2)C1=O (centres undefined) | -6.1
O=S(=O)(c1ccc2ccccc2c1)n1c(SCC#CCO)nc2ccccc21 | 8.7
C=C(C)Cc1c(C)c(C#N)c2nc3ccccc3n2c1NCCN(C)C | -1.5
COC(=O)CC1(c2ccccc2)C2CC3CC(C2)CC1C3 (centres undefined) | -3.6

(list continues)
SMILES	mcGAS MS inh
O=[N+]([O-])c1ccc(C2SCCN2S(=O)(=O)c2ccc(Br)cc2)cc1 (centres undefined)	3.5
Cc1ccc(C(=O)Nc2cc(N3CCNC3=O)ccc2Cl)s1	-5.7
COc1ccc(OC)c(C2c3cccn3CCN2C(=O)Nc2ccccc2)c1 (centres undefined)	-1.8
CC1(C(=O)O)CCN1C(=O)Cc1ccc(Cl)cc1Cl (centres undefined)	-6.6
CN(CC#Cc1ccc(Cl)cc1)CC(=O)N1CCC(O)CC1	-1.1
CC(=O)NCCCc1n[nH]c(Cc2ccccc2)n1	-5.2
CC(C)(C)OC(=O)NCc1ccc(C(=O)Nc2cccc(S(C)(=O)=O)c2)cc1	-28.7
COC(=O)c1ccc(N2CCOC(Cc3cccc(OC)c3)C2)nc1 (centres undefined)	6.0

Screens: PubChem, Fisher Drug Discovery Resource Center

Some of the compounds tested; rates above refer to the full screens.
